Compound activity (PubChem)
NPSR antag: neuropeptide S receptor (human) antagonism, cAMP. Q6W5P4. CHO-NPSR cells, cAMP TR-FRET, antagonist mode. actives 1% (n = 220,000). Potency, µM (titrated, usually from 38.3 µM), inactives show at the top dose activity change, negative = inhibition, usual class: inhibitors; also: potency is read from the fitted curve at half-maximal effect; % is scaled to controls: 0 for no effect and ±100 for the full control effect; nearly all actives have a fitted effect of over 50% in size; many of its hits are not listed in these tables
Target sequence (Q6W5P4 whole entry, looked up): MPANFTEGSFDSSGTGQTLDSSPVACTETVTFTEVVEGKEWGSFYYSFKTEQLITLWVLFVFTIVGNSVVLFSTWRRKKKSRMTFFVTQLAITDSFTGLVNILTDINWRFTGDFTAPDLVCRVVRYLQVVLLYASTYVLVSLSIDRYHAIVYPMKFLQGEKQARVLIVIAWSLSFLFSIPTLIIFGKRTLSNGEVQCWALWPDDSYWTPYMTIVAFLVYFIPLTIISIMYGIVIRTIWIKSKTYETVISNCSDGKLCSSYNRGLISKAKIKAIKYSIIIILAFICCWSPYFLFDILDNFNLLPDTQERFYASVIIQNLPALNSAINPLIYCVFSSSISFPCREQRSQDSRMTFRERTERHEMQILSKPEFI
IMPase Li cell: IMPase inhibition in cells with lithium potentiation. CHO-M1 cells, IP1 TR-FRET (IP-One), carbachol + lithium. AID 1457. Potency, µM (top dose mostly 59.4 µM), inactives show top-dose activity, negative = IMPase inhibition, hits mostly inhibitors. actives 0.35% (n = 210,000);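 also: IP1 builds up when IMPase is blocked and the TR-FRET signal falls; potency is read from the fitted curve at half-maximal effect; plate controls were basal vehicle for no effect and high inhibitor control for full effect; nearly all actives have a fitted effect of over 50% in size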
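Steps: plate 2000 CHO-M1 cells per well and culture 16–30 h; add compound and lithium; incubate 30 min, 37C; add d2-IP1 tracer and Eu cryptate anti-IP1 antibody in lysis buffer; read after 10 min at room temperature.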
CBFb RUNX1 block: CBF-beta/RUNX1 interaction disruption. Q01196+Q13951. AlphaScreen CBFb-His/RUNX1-biotin binding, biochemical. Potency, µM (highest dose often 59.8 µM), inactives show at the highest dose activity, negative = inhibition, most hits filed as inhibitors. 230,000 tested, under 10 active; also: % of control where 0% means no effect
Target sequence (Q01196 whole entry, looked up): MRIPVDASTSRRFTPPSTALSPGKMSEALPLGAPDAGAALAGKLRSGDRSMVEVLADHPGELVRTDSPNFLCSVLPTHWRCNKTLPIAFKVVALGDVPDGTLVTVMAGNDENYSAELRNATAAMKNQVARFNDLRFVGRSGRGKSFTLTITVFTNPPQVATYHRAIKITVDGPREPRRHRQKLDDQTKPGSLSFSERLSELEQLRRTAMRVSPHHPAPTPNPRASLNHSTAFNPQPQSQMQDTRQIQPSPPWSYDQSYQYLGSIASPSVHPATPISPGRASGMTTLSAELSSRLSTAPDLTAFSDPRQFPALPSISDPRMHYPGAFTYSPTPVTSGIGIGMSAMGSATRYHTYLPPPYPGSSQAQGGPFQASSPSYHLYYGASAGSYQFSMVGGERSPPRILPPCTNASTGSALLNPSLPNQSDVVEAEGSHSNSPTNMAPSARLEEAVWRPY
Target sequence (Q13951 whole entry, looked up): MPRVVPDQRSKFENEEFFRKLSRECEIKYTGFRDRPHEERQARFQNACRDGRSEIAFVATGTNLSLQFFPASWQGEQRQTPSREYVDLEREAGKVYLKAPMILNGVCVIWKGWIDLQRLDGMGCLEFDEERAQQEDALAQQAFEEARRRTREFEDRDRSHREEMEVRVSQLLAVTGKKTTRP
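Read-out: AlphaScreen. Format: His-CBF-beta with biotinylated RUNX1 (30 nM each) preincubated 20 min, compound 15 min, Ni-chelate plus streptavidin beads 90 min; room temperature throughout.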
HTT aggregate: reduces HttQ103-GFP aggregates in PC12 cells; PC12 HttQ103-GFP aggregates, Acumen cytometry, 40 h; Potency, µM (highest dose often 46.1 µM), inactives show top-dose activity change, negative = inhibition, actives largely listed as inhibitors; actives 1.1% (n = 220,000); AID 1688; also: potency is read from the fitted curve at half-maximal effect; % is scaled to controls: 0 for no effect and ±100 for the full control effect; nearly all actives have a fitted effect of over 60% in size
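Steps: seed 1500 PC12 HTTQ103-GFP cells/well; add tebufenozide, 100 nM final; add compound titration; add ATPLite reagent; quantify GFP aggregates by laser scanning cytometry.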
Epigenetic reg: regulators of epigenetic silencing causing reporter derepression in mouse cells. murine LDR cells, GFP reporter derepression, 30 h. actives 0.2% (n = 280,000). Potency, µM (doses to about 53.9 µM), inactives show top-dose GFP activation, actives largely listed as activators; also: potency is read from the fitted curve at half-maximal effect; % of control where 0% means no effect; nearly all actives have a fitted effect of over 60% in size
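Murine LDR cells carrying a silenced, genomically integrated CMV-driven GFP reporter were exposed to compound for 30 hours at 37 C. After PBS washes, GFP-positive cells (20–120 um objects) were counted by laser-scanning microplate cytometry.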
KinaseGlo FLuc: Kinase-Glo luciferase inhibition (counter-screen). Kinase-Glo luciferase, ATP luminescence, 8 min. Potency, µM (doses to about 38.3 µM), inactives show top-dose activity change, negative = inhibition, usual class: inhibitors. actives 0.28% (n = 200,000). AID 1379; also: potency is read from the fitted curve at half-maximal effect; % is scaled to controls: 0 for no effect and ±100 for the full control effect; nearly all actives have a fitted effect of over 60% in size
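Inhibition of Kinase-Glo luciferase light generation was assessed at 10 uM ATP in pH 7.2 imidazole buffer, with luminescence measured after eight minutes at ambient temperature.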
L3MBTL1 block: blocks human L3MBTL1. Q9Y468. AlphaScreen L3MBTL1–H3K9me1 peptide binding. Potency, µM (top dose mostly 57.1 µM), inactives show top-dose activity, negative = inhibition, usual class: inhibitors. actives 0.66% (n = 230,000); also: potency is read from the fitted curve at half-maximal effect; % is scaled to controls: 0 for no effect and ±100 for the full control effect; nearly all actives have a fitted effect of over 60% in size
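L3MBTL1 50 nM + b-AHA-H3(1-15)K9me1 75 nM, 30 min RT; compound added, 30 min RT; streptavidin donor/Ni-chelate acceptor beads 10 ug/mL each final, 30 min RT dark; AlphaScreen read.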
* hit, by the source's call; ? = inconclusive; . = no result given; [ ] = another dose, or the depositor's remark. Calls follow the shape of the dose curve; as a rule, active = well fitted curve in the direction sought with a large enough effect; inconclusive = small, poorly fitted or top-dose-only effect, or another doubt; inactive = no such curve, though single readings can be large; an effect the other way counts as inactive or inconclusive. These rows are one share of the data; rates above refer to the full screens.

Compound	NPSR antag	IMPase Li cell	CBFb RUNX1 block	HTT aggregate	Epigenetic reg	KinaseGlo FLuc	L3MBTL1 block
CC(C)C/C(O)=C/c1nc2cc(Cl)ccc2oc1=O	6.4%	0.3%	-2.3%	-9.3%	-0.9%	0.5%	-11.8%
COc1ccc(CCNC(=O)c2cnc3scc(C)n3c2=O)cc1OC	-5.8%[46.1 µM]	7.5%	-1.9%	11.0%	0.0%	7.3%	?
Cc1ccc(-c2[nH][nH]c(=O)c(=O)c2N=Nc2ccccc2)cc1	1.6%	.	10.0%	24.9%[9.22 µM]	0.5%	.	.
Cc1cc(C(=O)Cn2nnc3ccccc3c2=O)c(C)n1Cc1cccs1	-13.9%[46.1 µM]	-1.1%[38.3 µM]	-27.0%	-78.0%	-0.7%	-2.4%	-3.5%
COc1ccc(/C=C2\SC(=NCc3ccccc3)N(Cc3ccccc3)C2=O)cc1OC	-5.5%[46.1 µM]	58.6%[activator][38.3 µM]	11.1%	-24.0%	2.4%	5.5%	3.6%
CC(C)CCN1NC2(CCCC(C)C2)NC1=S (stereo unspecified)	-22.3%	.	4.8%	22.5%[9.22 µM]	-1.0%	.	1.5%
CCOC(=O)c1ccc(NC(=O)N2CCN(S(C)(=O)=O)CC2)cc1	-1.7%[46.1 µM]	19.8%[38.3 µM]	0.5%	11.6%	-1.1%	-1.4%	5.5%
COc1ccc(N2CC(C(=O)NCc3cccnc3)CC2=O)cc1 (stereo unspecified)	?	-17.2%[38.3 µM]	3.5%	4.6%	7.2%	1.2%	-2.8%
O=C(CSc1nc2cc(Cl)c(Cl)cc2[nH]1)c1ccc2c(c1)OCO2	25.5%	.	0.1%	14.9%[9.22 µM]	1.0%	.	-14.9%
COc1cccc(OCC(O)CN2C(C)CCCC2C)c1 (stereo unspecified)	4.0%[46.1 µM]	5.8%[38.3 µM]	5.6%	9.7%	-0.9%	0.3%	-0.5%
O=[N+]([O-])c1cccc(/C=N\N2CCN(c3ccc(Cl)cc3)CC2)c1	-0.3%[46.1 µM]	3.6%	-0.6%	0.2%	2.0%	-0.5%	-7.6%
N#CCSc1nnc(C2CCCCC2)n1-c1ccccc1	-6.9%[46.1 µM]	-9.5%[38.3 µM]	20.8%	-7.9%	-0.4%	4.8%	-0.7%
COc1ccc(-c2oc(/N=C/N3CCCC3)c(C#N)c2-c2ccc(OC)cc2)cc1	-20.7%[46.1 µM]	38.1%[38.3 µM]	-14.7%	-24.6%	-1.6%	-1.2%	.
Cc1cc2ncc(S(=O)(=O)c3ccccc3)c(N)n2n1	0.7%	-3.7%	-16.7%	-6.0%	-0.3%	-2.0%	-8.3%
CCOc1c(Cl)cc(CNCc2ccccn2)cc1OC	10.9%	5.8%	-5.2%	8.0%	-0.4%	-0.6%	-5.6%
Cc1cc(C(C)(C)C)ccc1OCCn1ccnc1	-3.3%[46.1 µM]	-4.5%[38.3 µM]	-9.7%	?	-1.6%	14.2%	.
COc1cc([N+](=O)[O-])ccc1NC(=O)c1cccc(NC(=O)C(C)C)c1	-19.4%	7.1%	15.1%	-3.9%	-0.4%	-0.5%	-0.7%
O=C(Nc1ccc([N+](=O)[O-])cn1)c1ccc2c(c1)OCO2	9.9%	-5.3%	-1.7%	-13.5%	-0.1%	-6.7%	.
O=C1N=C(C=c2ccc(=Cc3[nH]c(=O)[nH]c3O)cc2)C(=O)N1	53.3%	.	-1.4%	13.0%[9.22 µM]	12.2%	.	9.5%
N#Cc1c(N2CCOCC2)nc(N)c2c(N)nc3c(c12)CC(CCl)O3 (stereo unspecified)	39.9%	.	7.7%	-24.5%[9.22 µM]	?	.	-2.4%
C=CCn1c(Cc2ccc(OCC)cc2)nnc1SCC(N)=O	-2.5%[46.1 µM]	19.7%[38.3 µM]	6.8%	-6.3%	-1.1%	0.6%	1.7%
COc1cc(NC(=O)Nc2ccc(C)cc2)cc([N+](=O)[O-])c1	-24.5%	1.4%	-5.4%	?	-3.0%	-2.3%	-5.8%
NC(=O)c1ccc[n+](CC(=O)c2ccc(Br)cc2)c1	4.4%	9.8%	-6.2%	-0.2%	-1.1%	-3.3%	-16.8%
CCOC(=O)c1cc(C)[nH]c(=O)c1C#N	-17.9%[7.67 µM]	.	-15.9%	28.9%[9.22 µM]	0.3%	.	-0.8%

Single records (already shown):
Profile of `NC(=O)c1ccc[n+](CC(=O)c2ccc(Br)cc2)c1` = NPSR antag: 4.4%; IMPase Li cell: 9.8%; CBFb RUNX1 block: -6.2%; HTT aggregate: -0.2%; Epigenetic reg: -1.1%; KinaseGlo FLuc: -3.3%; L3MBTL1 block: -16.8%
Profile of `N#Cc1c(N2CCOCC2)nc(N)c2c(N)nc3c(c12)CC(CCl)O3` (stereo unspecified) = NPSR antag: 39.9%; IMPase Li cell: .; CBFb RUNX1 block: 7.7%; HTT aggregate: -24.5%[9.22 µM]; Epigenetic reg: ?; KinaseGlo FLuc: .; L3MBTL1 block: -2.4%

Further records follow.
Compound	NPSR antag	IMPase Li cell	CBFb RUNX1 block	HTT aggregate	Epigenetic reg	KinaseGlo FLuc	L3MBTL1 block
CCCS(=O)(=O)N1CCN(CC2CC=CCC2)CC1 (stereo unspecified)	-7.4%[46.1 µM]	-12.5%[38.3 µM]	-3.0%	-4.2%	-2.0%	3.5%	4.9%
Cc1cccc(Cn2c(=O)n(CCCC(=O)NCc3ccco3)c(=O)c3ccccc32)c1	-16.3%	10.4%	-5.8%	13.3%	2.1%	17.2%	-9.2%
Cc1ccc(C)c(N2CCN(CCCNC(=O)Cn3cccc3C(=O)c3ccccc3C)CC2)c1	?	16.8%	3.3%	15.8µM*	-1.2%	-2.1%	.
O=C(Nc1cccc(S(=O)(=O)N2CCOCC2)c1)c1ccc(N2CCOCC2)c([N+](=O)[O-])c1	14.2%	15.2%	-12.3%	15.4%	0.0%	7.4%	-3.0%
Cc1cccc(-n2nnc(C(=O)N3CCc4ccccc4C3)c2N)c1	-16.9%[46.1 µM]	-2.0%[38.3 µM]	-1.6%	?	1.3%	-5.6%	7.8%
CNCc1ccccc1OCC(=O)Nc1ccccc1OC	-10.7%[46.1 µM]	19.6%[38.3 µM]	0.1%	-8.0%	0.8%	-3.9%	.
Cc1ccc([N+](=O)[O-])c(OCCCN2C(=O)NC(C)(C)C2=O)c1	19.6%	14.6%	4.6%	8.0%	-1.2%	-2.6%	-1.9%[2.29 µM]
COC(=O)c1cc(CNC(=O)c2cccc(Cl)c2)ccc1OC	5.4%	-4.5%	3.8%	-12.7%	-1.1%	7.5%	6.2%

Looked up above:
In CBFb RUNX1 block, O=C(Nc1cccc(S(=O)(=O)N2CCOCC2)c1)c1ccc(N2CCOCC2)c([N+](=O)[O-])c1 shows -12.3%
In L3MBTL1 block, Cc1ccc([N+](=O)[O-])c(OCCCN2C(=O)NC(C)(C)C2=O)c1 shows -1.9%[2.29 µM]
In KinaseGlo FLuc, Cc1cccc(-n2nnc(C(=O)N3CCc4ccccc4C3)c2N)c1 shows -5.6%
In KinaseGlo FLuc, CCCS(=O)(=O)N1CCN(CC2CC=CCC2)CC1 (stereo unspecified) shows 3.5%
In HTT aggregate, Cc1cccc(Cn2c(=O)n(CCCC(=O)NCc3ccco3)c(=O)c3ccccc32)c1 shows 13.3%
In L3MBTL1 block, COC(=O)c1cc(CNC(=O)c2cccc(Cl)c2)ccc1OC shows 6.2%

Next section
Compound	NPSR antag	IMPase Li cell	CBFb RUNX1 block	HTT aggregate	Epigenetic reg	KinaseGlo FLuc	L3MBTL1 block
N#CCc1c(C#N)c(N)nc(N2CCN(C=O)CC2)c1C#N	8.6%	3.1%	-6.0%	1.5%	3.2%	0.3%	-1.5%
COc1c(-c2ccccc2)oc2c(ccc3occc32)c1=O	.	10.0%	9.6%[21.7 µM]	.	2.8%	1.9%	5.8%
O=C1CC(c2cccs2)Cc2nc(NCC3CCCO3)ncc21 (stereo unspecified)	-10.5%[46.1 µM]	0.6%[38.3 µM]	8.6%	-10.0%	-1.4%	8.2%	-0.4%
Cc1cccc(NC(=O)CSc2nnc(-c3ccco3)n2CC2CCCO2)n1 (stereo unspecified)	-1.8%	-2.9%	9.8%	-17.9%[9.22 µM]	0.3%	-3.6%	-6.7%
Cc1ccc(S(=O)(=O)Nc2ccc3c(c2)CCC3)cc1	-17.1%[46.1 µM]	23.5%	-1.9%	10.6%	8.1%	0.7%	45.3%[activator]
O=C(NC(=S)Nc1cccc(-c2ccc(CO)o2)c1)c1cccs1	-15.3%	5.9%	-18.7%	?	-1.3%	-1.9%	-7.1%
O=C(O)CC(NS(=O)(=O)c1ccc(Br)cc1)c1ccco1 (stereo unspecified)	-5.9%[46.1 µM]	-5.9%[38.3 µM]	-1.4%	10.2%	0.0%	1.8%	-1.5%
Nc1ncnc2c1ncn2C1OC(CO)C(O)C1N (stereo unspecified)	-11.2%	.	1.2%	-18.9%[9.22 µM]	-1.0%	.	0.1%
Cn1cnnc1SCC(=O)NCCc1ccccc1	1.6%[46.1 µM]	25.3%[38.3 µM]	-0.5%	2.6%	4.7%	-2.6%	.
COc1nc(C#N)c(N2CCOCC2)o1	-4.6%[46.1 µM]	17.1%[38.3 µM]	3.2%	11.1%	0.0%	-0.5%	5.6%
COCCCNC(=S)NNC(=O)c1csc(C)n1	15.0%	.	4.7%	9.9%[9.22 µM]	-1.1%	.	-4.4%
CCCC[C@@H]1C[C@H]1C(NC(=O)c1ccccc1)c1ccc(C(F)(F)F)cc1 (stereo partly specified)	.	5.9%	29.5%	.	2.4%	-0.1%	.
Cc1cc(-c2ccc(Cl)cc2)c(C#N)c(N)n1	?	-120.4%[38.3 µM]	0.8%	-11.1%	4.9%	17.1%	.
O=C(CCC(=O)Nc1ccccc1Cl)N/N=C/c1ccccc1	-2.2%	0.3%	-4.0%	-10.7%	-0.9%	2.3%	0.9%
CCc1nc2oc3cc(OC)ccc3c(=O)c2c(=O)n1-c1ccccc1	-7.4%[46.1 µM]	24.0%[38.3 µM]	6.3%	-4.4%	2.9%	2.5%	.
COC(=O)c1c(NC(=O)c2ccco2)sc(C(=O)N2CCCC2)c1C	-27.0%[46.1 µM]	-11.1%[38.3 µM]	8.9%	-10.2%	0.4%	10.7%	-0.9%
COc1ccc(C2=NC(C(F)(F)F)(C(F)(F)F)c3c(n(C)c(=O)n(C)c3=O)N2)cc1	-1.3%[46.1 µM]	1.9%[38.3 µM]	4.8%	-26.5%	-1.2%	-0.2%	5.0%
O=C(N/N=C\c1cn[nH]c1-c1ccccc1)c1cccnc1	-6.6%[46.1 µM]	8.2%[38.3 µM]	4.0%	27.0%	-2.6%	-5.3%	.
